Screening results from PubChem.
Kir21 block = blocks the mouse Kir2.1 inward-rectifier potassium channel; P35561; HEK293-Kir2.1, FluxOR thallium flux fluorescence; active compounds read low; B-score at 10 µM; 310,000 compounds, 0.85% hits; AID 1672;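 active = fluorescence ratio B-score at or below minus 3 SD of library scores, with starting-brightness B-score within 2 SD, cut at about -4.2 in these data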;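 note: channel flux triggered by added potassium and thallium sulfate stimulus; B-score of peak minus minimum fluorescence over baseline after thallium stimulus; more negative B-score means stronger Kir2.1 block with less thallium influx; some compounds called inactive have numbers as strong as hits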
Target sequence (P35561 whole entry, looked up): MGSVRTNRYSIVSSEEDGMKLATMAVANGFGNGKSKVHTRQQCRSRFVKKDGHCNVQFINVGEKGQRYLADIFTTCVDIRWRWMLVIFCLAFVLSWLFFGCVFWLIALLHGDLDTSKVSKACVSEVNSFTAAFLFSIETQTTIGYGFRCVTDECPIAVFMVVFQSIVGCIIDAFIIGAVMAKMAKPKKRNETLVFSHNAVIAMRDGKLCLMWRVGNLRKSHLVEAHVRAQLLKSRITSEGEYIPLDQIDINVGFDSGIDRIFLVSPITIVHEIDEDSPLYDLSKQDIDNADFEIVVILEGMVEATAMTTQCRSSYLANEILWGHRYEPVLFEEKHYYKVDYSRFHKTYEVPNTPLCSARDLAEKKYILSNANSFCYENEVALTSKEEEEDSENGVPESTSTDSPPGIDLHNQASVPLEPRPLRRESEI
STK33 kinase inh = blocks human STK33 kinase activity. Q9BYT3. purified STK33, MBP phosphorylation, ADP-Glo luminescence. inhibition, % at 10 µM. 320,000 compounds, 0.073% hits;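 active = inhibition at or above 25%, using the most active replicate where run in duplicate; inactive = inhibition below 25%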
Target sequence (Q9BYT3 whole entry, looked up): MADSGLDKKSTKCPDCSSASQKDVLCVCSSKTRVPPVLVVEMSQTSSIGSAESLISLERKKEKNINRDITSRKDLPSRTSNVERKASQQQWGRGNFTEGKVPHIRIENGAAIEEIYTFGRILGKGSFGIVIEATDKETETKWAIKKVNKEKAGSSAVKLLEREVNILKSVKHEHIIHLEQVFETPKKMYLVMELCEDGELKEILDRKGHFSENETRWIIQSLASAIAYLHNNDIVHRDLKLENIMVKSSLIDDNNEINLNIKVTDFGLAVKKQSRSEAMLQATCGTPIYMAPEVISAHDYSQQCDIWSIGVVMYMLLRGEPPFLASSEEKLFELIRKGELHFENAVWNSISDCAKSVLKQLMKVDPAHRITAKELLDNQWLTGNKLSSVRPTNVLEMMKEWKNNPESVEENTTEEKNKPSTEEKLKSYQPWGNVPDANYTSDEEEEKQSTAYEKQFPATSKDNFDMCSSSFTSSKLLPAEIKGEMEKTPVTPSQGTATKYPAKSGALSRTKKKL
* marks the source's active call; other numbers are inactive results; . = not tested or not shown.

| canonical_smiles | Kir21 block | STK33 kinase inh |
| --- | --- | --- |
| COc1cc(/C=N/NS(=O)(=O)c2ccccc2)ccc1OS(=O)(=O)c1ccc(C)cc1 | 0.26 | -1.2 |
| Cc1nc2ccccc2c(=O)n1-c1ccc(NS(=O)(=O)c2ccccc2)cc1 | 0.08 | 0.2 |
| CCOC(=O)c1c(C)[nH]c(C)c1C(=O)Cn1nnc(-c2ccccc2C)n1 | -0.03 | -0.7 |
| Cc1ccc(S(=O)(=O)N(C)C)cc1NC(=O)COC(=O)CSc1ccccc1 | -0.75 | -1.8 |
| CCOc1ccc(-n2nnc3c(=O)n(CC(=O)c4ccccc4)cnc32)cc1 | -0.07 | -2.0 |
| Cc1csc(=O)n1CCC(=O)N(C)Cc1c(F)cccc1Cl | . | -0.6 |
| C/C(=N\NC(=O)Cn1nc(C)cc1C)c1ccc([N+](=O)[O-])cc1 | 0.02 | -2.3 |
| COc1cc(-c2cc(-c3ccc(O)cc3)nc(N)c2C#N)ccc1O | 1.2 | 4.0 |
| COc1cc(/C=C/C(=O)N2CCOCC2)ccc1OCc1ccccc1 | 0.95 | -1.0 |
| CC(=O)Oc1ccc(C(=O)Nc2ccc3c(c2)C(=O)N(CCC(=O)O)C3=O)cc1 | 1.1 | -0.8 |
| O=C1C2C3C=CC(C3)C2C(=O)N1CNc1ccc(O)cc1 (stereo not given) | 0.01 | 1.0 |
| Cc1ccc(C)c(NC(=O)C2CCN(C(=O)c3cccs3)CC2)c1 | -1.5 | -0.8 |
| Nc1ccn(CC(=O)NCc2ccccn2)c(=O)n1 | . | -3.6 |
| C/C(=N\NC(=O)c1ccc(Cn2cc([N+](=O)[O-])cn2)o1)c1cccc(NC(=O)c2cccnc2)c1 | 0 | 0.4 |
| COc1cc(C2=NOC(C(=O)NCc3cccs3)C2)cc(OC)c1OC (stereo not given) | -4.4 | 0.5 |
| NS(=O)(=O)c1ccc(S(=O)(=O)NCCc2ccccc2)cc1 | -1.7 | -0.3 |
| CCS(=O)(=O)c1ccc2c(c1)N(S(=O)(=O)c1ccccc1)CC(C(=O)O)O2 (stereo not given) | 0.42 | -1.1 |
| COCc1cccc(N2C(=O)CC(C3C=C(C)C4C(=O)N(c5cccc(COC)c5)C(=O)C4C3)C2=O)c1 (stereo not given) | 0.99 | 1.2 |
| Oc1ccccc1CNc1cnc2ccccc2c1 | -1.4 | -1.0 |
| c1ccc2c(CCN3CCNC[C@H]3Cc3cccc4ccccc34)cccc2c1 | . | 0.7 |
| CC(C)Oc1ccc(CNC(=O)Cn2c(=O)c3cccn3c3cccnc32)cc1 | 2.3 | -1.1 |
| Cc1cc(C(F)(F)F)c2c(C)nn(-c3ccccc3)c2n1 | 0.71 | -3.5 |
| CC1=C(C(=O)OC2CCCCC2)C(c2cccc([N+](=O)[O-])c2)NC(=O)N1 (stereo not given) | -0.74 | -0.6 |
| Cc1ccc(-n2nnnc2SCC(=O)Nc2ccccc2-c2ccccc2)cc1C | -2.6 | -2.9 |
| O=C(Nc1ccc(Cl)cc1)c1cccnc1N1CCCCC1 | 1.7 | 9.6 |

Continuation:
| canonical_smiles | Kir21 block | STK33 kinase inh |
| --- | --- | --- |
| CCCCCCC(=O)N/N=C(\C)Cc1ccccc1 | 1.2 | -0.7 |
| Oc1ccc(Nc2nc(-c3ccc(O)cc3)cs2)cc1 | -1.4 | 14 |
| Cc1ccc(C)c(S(=O)(=O)N/N=C/c2ccc(C(=O)O)cc2)c1 | 1.4 | -0.6 |
| O=C(Nc1cccc(C(=O)O)c1)Nc1cccc2ccccc12 | -0.22 | 0.3 |
| CC(Oc1ccc(Br)cc1)C(=O)Nc1cc(S(=O)(=O)N2CCOCC2)ccc1N1CCCC1 (stereo not given) | -0.33 | . |
| O=C(Nc1cccc(O)c1)c1ccc(NC(=O)C2CCCO2)cc1 (stereo not given) | -0.23 | 1.8 |
| O=c1cc(-c2ccc([N+](=O)[O-])cc2)c2ccc(O)cc2o1 | -0.02 | -0.7 |
| CS(=O)(=O)Nc1cccc(C2=NN(C(=O)c3ccccc3Cl)C(c3ccccc3O)C2)c1 (stereo not given) | 1.5 | 0.7 |
| Cc1ccc(C(=O)CSc2nnc3n2CCCCC3)s1 | . | 0.3 |
| CN(C)C(=O)[C@H]1C[C@H]1[C@@H](O)[C@H](CO)NC(=O)[C@H](COCc1ccccc1)NC(=O)OC(C)(C)C | -1.1 | -0.7 |
| Cc1ccc(NC(=O)N2CCCCCC2)cc1C | -0.81 | -1.4 |
| CS(=O)(=O)c1ccc(C(=O)OCC(=O)N2CCCc3ccccc32)cc1 | 0.07 | -0.9 |
| O=C(NNC(=S)NC1CCCCC1)c1sc2ccccc2c1Cl | -0.82 | -1.0 |
| Cc1ccccc1Nc1nc(N)nc(CN2C(=O)NC3(CCCCC3C)C2=O)n1 (stereo not given) | -0.73 | 0.3 |
| Cc1cc(C)cc(CC(CC(=O)Nc2ccc(Cl)cc2)C(=O)O)c1 (stereo not given) | -0.4 | -0.8 |
| CCNC(=S)NNC(=O)c1cc(-c2cccc(OC)c2)nc2ccccc12 | 0.62 | 2.2 |
| CCC(C)C(Nc1ncnc2scc(-c3ccccc3)c12)C(=O)O (stereo not given) | -0.61 | -1.0 |
| CC1(C)CC(NC(=S)NCc2ccco2)CC(C)(C)N1 | -2.3 | -0.1 |
| O=[N+]([O-])c1ccc(N2CCN(Cc3ccc4c(c3)OCO4)CC2)nc1 | -0.02 | -0.2 |
| O=C(O)CSc1ncnc2scc(-c3ccc(Br)cc3)c12 | 0.01 | 7.0 |
| COC(=O)c1ccc(C(=S)N2CCOCC2)cc1 | 1.1 | -1.7 |
| CNCCCCOc1ccccc1-c1ccccc1 | -6.4* | -0.8 |
| Cc1ccc(NS(=O)(=O)c2ccc(NC(=O)c3ccc(Br)o3)cc2)c(C)c1 | 0.07 | -0.1 |
| COc1ccccc1NC(=O)Cc1noc(CSc2cc(C)c3ccccc3n2)n1 | -0.39 | 1.4 |
| CCOP(=O)(OCC)c1nc(-c2cccc3ccccc23)oc1NCc1ccccc1 | -0.68 | -0.4 |

(further entries)
| canonical_smiles | Kir21 block | STK33 kinase inh |
| --- | --- | --- |
| O=C(CCN=C1NS(=O)(=O)c2ccccc21)N1CCc2ccccc2C1 | 0.44 | 0.5 |
| CCC(C)NC(=O)c1ccccc1-c1ccccc1C(=O)NC(C)CC (stereo not given) | -0.02 | -0.9 |
| Cc1ccc(S(=O)(=O)Nc2ccc3c(c2)OCCO3)cc1 | 0.75 | . |
| CCCCc1nc2cc(C(=O)NCCc3cnn(C)c3)ccc2o1 | 1.4 | -0.7 |
| N#Cc1ccncc1Sc1ccc(Cl)cc1 | -0.77 | -0.4 |
| COc1ccc(N2CC(O)=C(c3nc(-c4ccc(Cl)cc4)cs3)C2=N)cc1 | -0.07 | . |
| COc1cc(NC(=O)CCc2c(C)nn(-c3ccc(N4CCOCC4)nn3)c2C)cc(OC)c1OC | 0.84 | -1.3 |
| C#CCSc1[nH]c(=O)cc(C)c1C#N | 0.31 | -3.0 |
| Cc1cccc(C(=O)NNC(=O)Nc2ccccc2)c1 | -0.04 | -1.1 |
| COCCn1cc(C(=O)NCc2cccs2)c2c3ccccc3n(C)c2c1=O | 2.3 | -1.0 |
| COc1ccc(CCN(C)C2CCCN(C(=O)Cn3cccn3)C2)cc1OC (stereo not given) | -0.52 | -1.2 |
| Cc1cccc(C(=O)Nc2ccccc2N2CCN(c3ccc(F)cc3)CC2)c1 | -0.61 | -0.8 |
| O=C(Cc1c(F)cccc1Cl)Nc1cc(S(=O)(=O)N2CCOCC2)ccc1N1CCCC1 | . | -0.8 |
| CC1CCCC(NC(=O)COC(=O)/C=C/c2ccc(F)cc2)C1C (stereo not given) | . | 1.4 |
| Cn1c(SCC(=O)c2ccc(F)cc2)nnc1-c1ccccc1N | 0.4 | -0.1 |
| CCOC(=O)C1(CCCc2ccccc2)CCN(C(=O)[C@@H]2C[C@@H](C)NC(=S)N2)CC1 | 0.92 | -1.0 |
| COCC(C)NS(=O)(=O)c1ccc(C(=O)NCCCn2ccc3ccccc32)cc1 (stereo not given) | -0.01 | -1.6 |
| Cc1cc(OCCCCCNCCO)cc(C)c1Cl | -3.8 | 0.5 |
| N/C(=N\OC(=O)c1ccc(Br)o1)c1ccccn1 | 0 | -0.8 |
| C/C(=N\NC(=O)c1ccc(OC2OCCOC2Oc2ccc(C(=O)N/N=C(\C)c3ccncc3)cc2)cc1)c1ccncc1 (stereo not given) | -2 | -1.8 |
| CC1=C(C(=O)N(C)CCC#N)C2(CCCCC2)OC1=O | -0.12 | -0.4 |
| O=C(N/N=C/c1cccc([N+](=O)[O-])c1)C1CC(=O)N(c2ccc(F)cc2)C1 (stereo not given) | -0.68 | -0.3 |
| COc1ccc(/C=C(/NC(=O)c2ccccc2)C(=O)N/N=C/c2sccc2C)cc1 | 1.5 | -1.1 |
| COc1ccccc1CN1CCN(C(=O)c2ccncc2)CC1 | -1.5 | -1.4 |
| CCOC(=O)c1c(C)[nH]c(C(=O)COC(=O)c2cc(C)oc2C)c1C | . | -0.1 |

(list continues)
mol	Kir21 block	STK33 kinase inh
CCOC(=O)Nc1csnn1	0.38	.
CC(OC(=O)C1=NNC(=O)CC1)C(=O)Nc1ncc(Cl)cc1Cl (stereo not given)	0.01	-0.3
COc1ccc(CNC(=O)C(OC(=O)c2ccco2)c2ccccc2F)cc1 (stereo not given)	1.6	-2.8
COc1ccccc1-n1c(SCC(=O)NCc2ccc3c(c2)OCO3)nc2cc([N+](=O)[O-])ccc21	-0.02	-1.4
Oc1ccc(/C=N/n2c3ccccc3c3ccccc32)cc1	0.66	-1.0
c1csc(-c2nc(CN3CCSCC3)cs2)c1	-0.04	5.1
Cc1ccc(C(=O)Nc2ccc(N3CCCC3)cc2)c(C)c1	-1.7	1.1
CCOC(=O)C1(Cc2cccc(Cl)c2)CCCN(C(=O)C(C)(C)C)C1 (stereo not given)	1.2	-1.1
Cc1ccc2nc(C(=O)N3CCCC(Nc4ccc(F)cc4)C3)cn2c1 (stereo not given)	-1.6	0.6
Clc1ccc(Nc2nc(N3CCOCC3)nc(N3CCOCC3)n2)cc1Cl	-1.1	2.4
CCS(=O)(=O)N1CCCC(C(=O)NCc2cccnc2)C1 (stereo not given)	0.23	2.3
COC(=O)C(C)N1C(=O)S/C(=C\c2ccc(-c3ccc(C(=O)O)cc3C)o2)C1=O (stereo not given)	0.67	-1.4

Rewritten with two lines to a compound: entries from further up.
Every second line gives: Kir21 block	STK33 kinase inh
Cc1ccc2nc(C(=O)N3CCCC(Nc4ccc(F)cc4)C3)cn2c1 (stereo not given)
 : -1.6	0.6
CCOC(=O)C1(Cc2cccc(Cl)c2)CCCN(C(=O)C(C)(C)C)C1 (stereo not given)
 : 1.2	-1.1
CC(OC(=O)C1=NNC(=O)CC1)C(=O)Nc1ncc(Cl)cc1Cl (stereo not given)
 : 0.01	-0.3
CCOC(=O)Nc1csnn1
 : 0.38	.

(cont.)
mol	Kir21 block	STK33 kinase inh
N#Cc1c(C(F)(F)F)cc(-c2cccc(Cl)c2)[nH]c1=O	-0.2	1.9
Cc1ccc(C(=O)NCc2ccc3c(c2)OCO3)cc1N1CCCC1=O	-0.03	0.8
O=C(CN(C(=O)c1csnn1)c1ccc2c(c1)OCCO2)NCc1ccc(F)cc1	-0.47	0.2
CCOC(=O)c1c(C)n(C)c2cc(CN(C)C)c(O)c(S(=O)(=O)c3ccccc3)c12	-0.26	-1.0
O=C(NC1(C(F)(F)F)NC(=O)N(Cc2cccnc2)C1=O)c1ccccc1Cl (stereo not given)	0.8	0.0
Cc1ccc(C)c(C(=O)CCC(=O)O)c1	0	-0.2
N#Cc1cc2sc3nc4ccccc4n3c2cc1C#N	-0.31	.
COc1ccc(CN(C(=O)c2cnccn2)C(C(=O)NC(C)(C)C)c2cc(OC)c(OC)c(OC)c2)cc1 (stereo not given)	0.75	-0.8
CN(CC(=O)Nc1ccccc1Cl)C(=O)c1cccc(S(=O)(=O)N2CCN(c3ccc(F)cc3)CC2)c1	-0.97	-0.8
CCC(CO)N=CC1=C(O)CC(C)(C)CC1=O (stereo not given)	-1	-0.4
Cc1ccc(C)c(OCCC(=O)OCC(=O)Nc2cccc(S(=O)(=O)N3CCCC3)c2)c1	-0.54	0.3
Cc1ccc(NC(=O)c2cnccn2)cc1C	-1.8	-1.3

One compound at a time, as listed above.
Entry for N#Cc1cc2sc3nc4ccccc4n3c2cc1C#N = Kir21 block: -0.31; STK33 kinase inh: .
Entry for O=C(NC1(C(F)(F)F)NC(=O)N(Cc2cccnc2)C1=O)c1ccccc1Cl (stereo not given) = Kir21 block: 0.8; STK33 kinase inh: 0.0

The list goes on.
mol	Kir21 block	STK33 kinase inh
COCCn1c(C)cc(C(=O)COC(=O)c2ccccc2Br)c1C	-1.8	.
O=c1[nH]c(-[n+]2ccccc2)c(/C=N/N=C(\[O-])c2ccccc2)s1	-0.9	0.6
COc1ccc(OC)c(NS(=O)(=O)c2ccc(Cl)nc2)c1	-2.6	-2.6
O=C(Nc1ncccn1)c1ccc(Cl)c([N+](=O)[O-])c1	1.7	-0.2
COc1ccc(S(=O)(=O)N2CCN(C(=O)NCc3ccc(OC)c(OC)c3)CC2)cc1	0.71	-0.6
Cc1cc(C)c(C(=O)OCc2csc(CC(=O)Nc3ccccc3C)n2)c(C)c1	-1.3	-1.6
COC(=O)c1c(C)[nH]c(C(=O)/C=C/c2ccccc2Cl)c1C	-0.83	0.2
CC1CN(Cc2nc3c(c(=O)n(C)c(=O)n3C)n2CCCc2ccccc2)CC(C)O1 (stereo not given)	0.07	-0.7
COc1ccccc1NC(=O)CSc1nnnn1-c1ccc2c(c1)OCO2	0.25	0.1
Cn1cc(CN2CCC(C(=O)Nc3cccc(-c4cscn4)c3)CC2)cn1	-2.8	-0.2
COc1ccc(C2CC(=O)OC3=C2C(=O)CC(C)(C)C3)c(OC)c1 (stereo not given)	0.19	0.9
CC1CCN(C(=O)CSc2ccc(-c3ccc(F)cc3)nn2)CC1	1.3	0.9
